# Compound activity deposited in PubChem BioAssay by National Center for Advancing Translational Sciences (NCATS).
# D3 antag = D3 dopamine receptor (human) antagonism; P35462; D3R cells, DiscoveRx beta-arrestin luminescence, antagonist mode; hits give low values; max response, negative = inhibition, %; actives 2.5% (n = 360,000); AID 652054; in the data active = max response below about -50%; inconclusive = no clear call, values can overlap the other calls; also: % is scaled to controls: 0 for no effect and ±100 for the full control effect; mostly tested at two doses, the higher about 12 µM
# Target sequence (P35462 whole entry, looked up): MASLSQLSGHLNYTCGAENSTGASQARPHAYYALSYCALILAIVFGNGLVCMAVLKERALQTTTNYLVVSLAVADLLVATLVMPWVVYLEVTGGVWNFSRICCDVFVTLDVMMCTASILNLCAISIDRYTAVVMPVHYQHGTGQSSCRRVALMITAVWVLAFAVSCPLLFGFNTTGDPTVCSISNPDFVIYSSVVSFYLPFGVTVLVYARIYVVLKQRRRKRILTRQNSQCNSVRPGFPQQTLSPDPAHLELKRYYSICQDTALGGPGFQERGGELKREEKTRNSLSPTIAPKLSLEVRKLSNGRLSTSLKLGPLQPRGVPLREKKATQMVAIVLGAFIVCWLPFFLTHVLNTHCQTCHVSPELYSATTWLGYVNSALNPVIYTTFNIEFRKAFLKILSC
#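 Cells expressing the human receptor were seeded at 1500 cells/well, incubated overnight at 37 degrees C in 5% CO2, then exposed to library compounds with dopamine controls for 90 minutes at 37 degrees C before luminescent detection.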
# CCT chaperon mod = cytosolic chaperonin activity modulation; purified chaperonin ATPase assay, HTRF ADP detection, 30 min; activity change, % (concentration not given with the values), hits read low; actives 0.3% (n = 360,000); in the data active = activity change below about -30%; also: % is scaled to controls: 0 for no effect and ±100 for the full control effect
#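 We incubate TRiC, 40 or 20 nM final, with library compounds at 76 uM and 10 uM ATP for 30 min at 37 °C. ADP formed is detected with Transcreener HTRF reagents after 30 min at room temperature.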
# EPAC2 antag = antagonists of human EPAC2. Q8WZA2. EPAC2 GEF exchange of Rap1B-BODIPY-GDP, fluorescence. Potency, µM (titrated, usually from 114 µM), for the others: at the top dose activity, negative = inhibition, usual class: inhibitors. actives 0.18% (n = 360,000). AID 720708; also: potency is read from the fitted curve at half-maximal effect; % is scaled to controls: 0 for no effect and ±100 for the full control effect; nearly all actives have a fitted effect of over 45% in size; many of its hits are not listed in these tables
# PTHR1 ag = agonists of human PTHR1 parathyroid hormone receptor; Potency, µM (titrated, usually from 115 µM), for inactives: at the top dose activation, hits mostly activators; actives 0.075% (n = 410,000); HEK293 GP2 PTHR1 cells, GloSensor cAMP luminescence, 1 h; AID 743266; Q03431; also: potency is read from the fitted curve at half-maximal effect; nearly all actives have a fitted effect of over 55% in size; some results filed as inactive show a strong effect at the top dose; inactives centre near -15; many of its hits are not listed in these tables
# Target sequence (Q03431 whole entry, looked up): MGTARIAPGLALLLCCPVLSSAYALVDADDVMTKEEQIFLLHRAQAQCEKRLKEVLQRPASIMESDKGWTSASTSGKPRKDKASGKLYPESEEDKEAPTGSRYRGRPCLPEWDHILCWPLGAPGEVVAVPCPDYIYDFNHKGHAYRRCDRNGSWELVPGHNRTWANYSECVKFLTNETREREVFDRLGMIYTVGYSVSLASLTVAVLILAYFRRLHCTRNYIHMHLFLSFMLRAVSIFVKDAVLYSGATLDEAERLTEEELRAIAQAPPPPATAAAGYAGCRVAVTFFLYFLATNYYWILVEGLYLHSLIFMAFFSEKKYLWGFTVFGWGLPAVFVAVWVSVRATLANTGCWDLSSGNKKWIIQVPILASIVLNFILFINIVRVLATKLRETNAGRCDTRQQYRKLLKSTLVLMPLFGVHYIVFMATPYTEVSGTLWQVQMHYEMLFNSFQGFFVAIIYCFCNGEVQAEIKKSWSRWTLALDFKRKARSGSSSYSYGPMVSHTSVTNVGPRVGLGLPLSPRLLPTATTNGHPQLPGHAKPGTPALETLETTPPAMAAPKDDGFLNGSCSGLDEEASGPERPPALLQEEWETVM
#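 HEK-293-derived GP2 cells expressing PTHR1 and a GloSensor cAMP reporter, 3,000/well, plated overnight, given luciferin plus IBMX (each 0.5 mM as added) for 1 h at 37 °C, then compound for 1 h at 37 °C. Luminescence was read after 15 min at room temperature.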
# pAkt inh = inhibitors of Akt phosphorylation. activity change, % for hits at 50 µM. actives 0.32% (n = 360,000). Neuro2A IGF-stimulated pAkt S473 HTRF, 20 min; hits give low values; in the data active = activity change below about -80%; inconclusive = mostly about -51% to -80%; also: % is scaled to controls: 0 for no effect and ±100 for the full control effect
#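 Single-point screen (50 µM final compound) in Neuro2A cells stimulated 20 min with 6 nM IGF at 37 deg C. After lysis, Ser473-phosphorylated Akt read by HTRF (ex 330 nm, em 615/665 nm) as the 665/615 ratio.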
# Mm-Cpn inhibitor = M. maripaludis TRiC chaperonin inhibition; purified Mm-Cpn ATPase, ADP Transcreener TR-FRET; Potency, µM (top dose mostly 76.9 µM), for inactives: at the highest dose activity, negative = inhibition, actives largely listed as inhibitors; actives 0.031% (n = 330,000); also: potency is read from the fitted curve at half-maximal effect; % is scaled to controls: 0 for no effect and ±100 for the full control effect; nearly all actives have a fitted effect of over 80% in size
#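 ATP (10 uM final) was added to archaeal chaperonin (25 nM final) after 10 min exposure to test compound at 37°C; after 30 min further incubation, ADP was detected by competitive TR-FRET.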
# EPAC2 ag = EPAC2 (human) agonism; EPAC2 activation, biochemical qHTS; response scale: 100% = 6.5 mM cAMP response; Potency, µM (highest dose often 154 µM), for the others: at the top dose activation, usual class: activators; actives 0.079% (n = 360,000); AID 720711; also: potency is read from the fitted curve at half-maximal effect; nearly all actives have a fitted effect of over 50% in size
#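 qHTS, titration series. 100 nM EPAC2 / 250 nM Rap1B-BODIPY-GDP / 50 uM GDP; RT; ex 480/em 540 nm, 5-min reads to 30 min. Norm. to 6.5 mM cAMP = activation.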
# D3 ag = agonists of human D3 dopamine receptor | P35462 | D3R DiscoveRx beta-arrestin cells, luminescence, 90 min | max activation, % | actives 0.58% (n = 410,000) | AID 652048; in the data active = max activation above about 30%; also: 0% is about no effect; mostly tested at two doses, the higher about 12 µM
#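 Cells at 1500/well, incubated overnight, then treated with pinned compounds (dopamine as control) for 90 min at 37 degrees C. DiscoveRx reagent added for 30 - 60 minutes at room temperature; luminescence read.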
# Active calls of the source: *; i = inactive; ? = inconclusive; · = no result given; & = joins results of further samples; [ ] = another dose, or the depositor's remark. Unless noted, calls follow the shape of the dose curve; as a rule, active = well fitted curve in the direction sought with a large enough effect; inconclusive = small, poorly fitted or top-dose-only effect, or another doubt; inactive = no such curve, though single readings can be large; an effect the other way counts as inactive or inconclusive. Only part of the results is shown (hit frequency here may not be typical).
SMILES,D3 antag,CCT chaperon mod,EPAC2 antag,PTHR1 ag,pAkt inh,Mm-Cpn inhibitor,EPAC2 ag,D3 ag
COc1ccc(F)cc1C(=O)C1CCCN(Cc2c(C)n(C)n(-c3ccccc3)c2=O)C1 (stereo not drawn),-55*,-2.3,3%,-3%,i,1%,15%,-20
c1ccc(CNc2nnnn2-c2ccccc2)cc1,20,-0.6,6%,23%[57.5 µM],i,0%,2%,0
N#Cc1nc(-c2cccs2)oc1NCc1ccc2c(c1)OCO2,-5,-0.7,-9%,-15%,i,-8%,12%,-2
COC(=O)[C@H](CC(C)C)NC(=O)N1CCN(c2cccc(C(F)(F)F)c2)CC1,12,0.6,-3%,-30%[inhibitor],i,1%,-12%,0
COC(=O)[C@@H]1CCCN1Cc1nc(Cc2ccc(OC)c(OC)c2)no1,-18,-2.0,5%,i,i,4%,-1%,-10
COc1ccccc1N1CCN(S(=O)(=O)c2c(C)ccc3nsnc23)CC1,-28,-2.7,-25%,-61%[inhibitor],i,1%,11%,-3
O=C(Nc1nc2ccccc2s1)C1CC(=O)N(c2ccc(Br)cc2)C1 (stereo not drawn),19,-0.9,-8%,-9%[57.5 µM],i,1%,7%,0
Cc1nc(-c2ccccn2)sc1C(=O)Nc1ccc(F)cc1F,2,-2.1,-13%,i,i,0%,-6%,-3
CSc1nc(-c2ccccc2)c(C#N)c(=O)[nH]1,4,0.6,7%,?,i,-5%,-5%,-10
Cc1sc2ccccc2c1CNC[C@H]1O[C@@H](n2ccc(=O)[nH]c2=O)[C@H](O)[C@@H]1O,24,3.5,5%,-21%,i,·,9%,5
CCOC(=O)c1cccc(NC(=O)/C=C/c2cccc([N+](=O)[O-])c2)c1,-12,-1.6,2%,-39%[inhibitor][57.5 µM],i,-2%,-5%,2
COc1ccc(S(=O)(=O)N2CCCCCC2)cc1C(=O)NCCc1ccccc1,?,-1.7,-17%,-34%[inhibitor],i,?,14%,-17
CC(C)(C)NC(=O)Cn1nnc(-c2ccccc2NC(=O)c2cnccn2)n1,-22,-1.2,-2%,i,i,-1%,2%,2
O=C(Nc1ccc(F)cc1F)C1CCCN1S(=O)(=O)c1ccc(-c2ccc(=O)[nH]n2)s1 (stereo not drawn),-21,-0.5,-1%,-8%,i,-3%,15%,0
O=c1ccc2cc(O)c(O)cc2o1,1,-0.9,-9%,-18%,i,-6%,3%,6
c1ccc(NCCC2OCC3(CO2)COC(CCNc2ccccc2)OC3)cc1 (stereo not drawn),-26,-2.8,-13%,-4%,i,·,15%,-5
CCOC(=O)C(=O)C1=C(N2CCOCC2)/C(=C\c2cccc([N+](=O)[O-])c2)CC1,-1,0.2,5%,-16%,i,1%,-5%,3
CCOC(=O)c1c(-c2ccc(C)cc2)csc1/N=C(\C)C1=C(O)c2ccccc2C1=O,14,-12,-7%,-95%[inhibitor],i,-3%,16%,-1
N#Cc1ccc(-n2nccc2-c2cnc3n(c2=O)CCS3)cc1,11,-2.2,0%,i,i,1%,0%,2
COc1cccc(NC(=O)CN(C)C(=O)CCNS(=O)(=O)c2ccc(C)cc2)c1,11,-0.2,5%,i,i,1%,1%,-3
O=C(CCC1CCCC1)N[C@@H](Cc1ccc(O)cc1)C(=O)O,?,-0.7,-3%,-20%,i,·,4%,0
O=C(CCl)Nc1cc2[nH]c(=O)[nH]c2cc1Br,-8,-1.0,-5%,-24%,i,-4%,2%,0
COc1ccccc1NC(=O)N(Cc1ccco1)Cc1cc2ccc(C)c(C)c2[nH]c1=O,-9,0.9,-2%,i,i,-2%,0%,-1
CCN(CC)c1ccc(C(=O)OCC(=O)Nc2sccc2C#N)cc1,12,-0.9,-7%,-20%,i,-15%,9%,1
O=C(Nc1ccc(N2CCN(C(=O)C3CC3)CC2)cc1)c1cccs1,4,1.1,8%,i,i,-3%,2%,6
COc1ccc(NS(=O)(=O)c2cc(NC(=O)C3CCCCC3)ccc2N2CCOCC2)cc1,2,-0.3,-9%,-2%,i,1%,12%,6
COc1ccc(-c2nc(CS(=O)(=O)CC(=O)NC3CCCCCC3)c(C)o2)cc1,-17,-1.1,2%,-19%,i,2%,-5%,-5
CCOc1ccc(S(=O)(=O)N(CC)CC)cc1NS(=O)(=O)c1ccc(F)c(F)c1F,5,-1.3,-6%,i,i,2%,-8%,10
Cc1cc(C)c(NC(=O)/C(=C/c2ccco2)c2ccccc2)c(C)c1,3,-0.7,?,-14%,i,-1%,17%,-3
CCOc1ccc2nc(N3CCC(C(=O)NCCCN4CCOCC4)CC3)sc2c1,-17,-1.4,2%,-1%,i,-2%,1%,5
Cc1cc2c(C)nc(N/N=C/c3ccccc3)nc2o1,10,0.5,-6%,-44%[inhibitor],i,1%,-10%,-1
COc1ccc(NC(=O)Nc2ccc(F)cc2)cn1,7,-8.5,9%,-1%,i,-1%,7%,3
Cc1ccc(C2=NOC(=O)/C2=C\c2ccccc2)cc1,-1,0.1,-15%,-32%[inhibitor],i,·,-5%,-2
OC(CN1CCCCC1)CN(c1ccccc1)c1ccccc1 (stereo not drawn),?,-0.1,-6%,?,i,-1%,9%,-15
C=CCn1c(NCc2ccc(N(C)C)cc2)nc2ccccc21,-29,-1.6,-6%,i,i,0%,0%,-4
O=C(O)Cc1ccc(C(=O)c2ccc(Cl)cc2)s1,3,-0.6,6%,-1%[57.5 µM],i,-1%,-1%,2
Cc1nn(CC(=O)Nc2ccc3c(c2)nc2n3CCN(C3CCCCC3)C2)c(=O)c2ccccc12,-1,-4.9,-8%,-29%,i,-5%,-12%,2
CC(=O)Nc1cccc(NC(=O)c2ccc([N+](=O)[O-])cc2Cl)c1,-15,-1.2,7%,-18%,i,1%,7%,-18
CC(=O)c1ccc(N2CCN(CC(=O)NCc3ccccc3)CC2)cc1,-7,-0.1,2%,i,i,-1%,2%,-4
COCCn1c(SCC(=O)Nc2ccc3[nH]c(=O)[nH]c3c2)nc2ccccc2c1=O,9,-0.8,-7%,i,i,2%,-2%,5

# Arranged by SMILES length (ascending): some entries from above
SMILES,D3 antag,CCT chaperon mod,EPAC2 antag,PTHR1 ag,pAkt inh,Mm-Cpn inhibitor,EPAC2 ag,D3 ag
O=C(Nc1nc2ccccc2s1)C1CC(=O)N(c2ccc(Br)cc2)C1 (stereo not drawn),19,-0.9,-8%,-9%[57.5 µM],i,1%,7%,0
COC(=O)[C@@H]1CCCN1Cc1nc(Cc2ccc(OC)c(OC)c2)no1,-18,-2.0,5%,i,i,4%,-1%,-10
CCOc1ccc(S(=O)(=O)N(CC)CC)cc1NS(=O)(=O)c1ccc(F)c(F)c1F,5,-1.3,-6%,i,i,2%,-8%,10

# (continued)
SMILES,D3 antag,CCT chaperon mod,EPAC2 antag,PTHR1 ag,pAkt inh,Mm-Cpn inhibitor,EPAC2 ag,D3 ag
COc1cc(S(=O)(=O)N2CCCC2)c(C)cc1C,3,-0.2,-18%,i,i,0%,7%,6
O=C(COc1ccccc1)NCc1n[nH]c(=S)n1-c1ccccc1,11,-0.5,7%,-15%,i,-9%,-5%,2
COc1ccc(-c2cn3cccnc3n2)cc1NC(=O)C1CC1,-6,-0.4,5%,i,i,1%,7%,-5
CC(NC(=O)Cc1ccc(S(=O)(=O)N2CCCCC2)cc1)c1ccccc1 (stereo not drawn),2,-2.2,-5%,-4%,i,1%,5%,2
Cc1cc(C)cc(NC(=O)c2ccc(CN3CCc4ccccc4C3)cc2)c1,-67*,1.2,-3%,-60%[inhibitor],i,-6%,3%,-11
CC(=O)Nc1ccccc1-c1nc2ccccc2nc1OCC(=O)c1ccc(Br)cc1,-12,0.3,16%,0%[57.5 µM],·,-1%,-6%,7
CCOC(=O)NC(=S)Nc1ccc(OC)cc1,2,-8.8,2%,-9%,i,2%,8%,-11
CSc1nnc(CNS(=O)(=O)c2ccc(Cl)cc2)n1C,4,0.6,0%,i,i,5%,9%,3
COc1cccc(C(=O)Cn2c(NCCCO)nc3ccccc32)c1,-4,-0.2,8%,-15%,i,0%,0%,-1
C=CCOc1ccccc1CN(CCc1ccccc1)C(=O)c1cccc(S(C)(=O)=O)c1,0,-0.2,-18%,-14%,i,3%,13%,-6
CN(C)c1nc2c(c(N)nn2-c2ccc(Cl)cc2)c(=O)o1,31,0.5,2%,-22%[57.5 µM],i,0%,-4%,-6
COc1ccc(NC(=O)C2=CC(c3ccco3)=NS(=O)(=O)N2C)cc1,15,-2.2,-13%,25%,i,-1%,4%,1&-14
COc1nn(CC(=O)N2N=C(C(F)F)CC2(O)C(F)F)cc1[N+](=O)[O-] (stereo not drawn),-20,2.2,15%,i,i,2%,-4%,-2
Cc1ccc(S(=O)(=O)N2CCOCC2)cc1C(=O)N1CCc2ccccc21,7,-1.3,3%,-4%,i,-2%,4%,4
O=C(Nc1cccc(S(=O)(=O)N2CCCCC2)c1)c1ccc(N2CCCC2=O)cc1,?,-2.6,6%,-16%,i,-1%,-8%,-3
CCN(CC(=O)Nc1ccc2c(c1)OCCO2)C(=O)/C=C/c1ccc([N+](=O)[O-])cc1,-18,1.2,-2%,i,i,0%,11%,5
O=C(c1ccco1)N1CCN(C(=O)c2cnn3c2NC(c2cccs2)CC3C(F)(F)F)CC1 (stereo not drawn),12,-0.3,-6%,-11%[57.5 µM],i,-2%,10%,14

# 4 of these compounds, set out differently.
smiles: O=C(COc1ccccc1)NCc1n[nH]c(=S)n1-c1ccccc1
  D3 antag = 11 | CCT chaperon mod = -0.5 | EPAC2 antag = 7% | PTHR1 ag = -15% | pAkt inh = i | Mm-Cpn inhibitor = -9% | EPAC2 ag = -5% | D3 ag = 2

smiles: O=C(c1ccco1)N1CCN(C(=O)c2cnn3c2NC(c2cccs2)CC3C(F)(F)F)CC1 (stereo not drawn)
  D3 antag = 12 | CCT chaperon mod = -0.3 | EPAC2 antag = -6% | PTHR1 ag = -11%[57.5 µM] | pAkt inh = i | Mm-Cpn inhibitor = -2% | EPAC2 ag = 10% | D3 ag = 14

smiles: CN(C)c1nc2c(c(N)nn2-c2ccc(Cl)cc2)c(=O)o1
  D3 antag = 31 | CCT chaperon mod = 0.5 | EPAC2 antag = 2% | PTHR1 ag = -22%[57.5 µM] | pAkt inh = i | Mm-Cpn inhibitor = 0% | EPAC2 ag = -4% | D3 ag = -6

smiles: CC(NC(=O)Cc1ccc(S(=O)(=O)N2CCCCC2)cc1)c1ccccc1 (stereo not drawn)
  D3 antag = 2 | CCT chaperon mod = -2.2 | EPAC2 antag = -5% | PTHR1 ag = -4% | pAkt inh = i | Mm-Cpn inhibitor = 1% | EPAC2 ag = 5% | D3 ag = 2
